Compound activity deposited in PubChem by National Center for Advancing Translational Sciences (NCATS).
15-hLO-2 inh: inhibitors of human 15-lipoxygenase 2 (ALOX15B) | O15296 | purified 15hLO-2, xylenol orange hydroperoxide absorbance | Potency, µM (series often up to 57.1 µM), without a hit: top-dose activity change, negative = inhibition, usual class: inhibitors | hit rate 0.56% among 110,000 | AID 881; note: potency is the fitted concentration of half-maximal effect; nearly all actives have a fitted effect of over 60% in size; many of its hits are not listed in these tables
Target sequence (O15296 whole entry, looked up): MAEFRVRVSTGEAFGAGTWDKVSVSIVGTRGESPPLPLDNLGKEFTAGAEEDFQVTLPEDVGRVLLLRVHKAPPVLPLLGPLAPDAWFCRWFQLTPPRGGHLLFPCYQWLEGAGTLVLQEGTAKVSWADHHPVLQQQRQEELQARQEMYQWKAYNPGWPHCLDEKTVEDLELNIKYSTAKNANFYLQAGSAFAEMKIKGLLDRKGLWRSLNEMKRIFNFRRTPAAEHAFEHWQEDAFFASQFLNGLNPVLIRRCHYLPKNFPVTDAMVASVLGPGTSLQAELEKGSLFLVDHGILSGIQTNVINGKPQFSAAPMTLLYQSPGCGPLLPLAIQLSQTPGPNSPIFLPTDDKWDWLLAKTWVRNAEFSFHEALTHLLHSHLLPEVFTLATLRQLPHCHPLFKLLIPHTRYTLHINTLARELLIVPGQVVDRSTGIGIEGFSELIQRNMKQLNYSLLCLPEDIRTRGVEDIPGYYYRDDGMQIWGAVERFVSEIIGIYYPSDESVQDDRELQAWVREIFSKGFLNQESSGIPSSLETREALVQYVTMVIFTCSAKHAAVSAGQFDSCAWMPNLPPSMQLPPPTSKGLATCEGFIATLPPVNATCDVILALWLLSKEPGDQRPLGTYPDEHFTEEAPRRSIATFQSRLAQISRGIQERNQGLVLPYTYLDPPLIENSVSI
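Enzyme 50 nM, AA 45 uM, 25 mM Hepes pH 7.5 + 0.01% Triton X-100; cpd preinc 15 min RT, rxn 90 min RT; stop/detect with 200 uM XO + 300 uM Fe(II) in 50 mM H2SO4, 30 min; A573/A405.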
PNC assembly inh: perinucleolar compartment assembly inhibition. activity change (PNC), negative = inhibition, % at 10 µM. PC3M PTB-GFP, PNC prevalence imaging, 16 h; active compounds read low. hit rate 3.1% among 140,000. AID 2417;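 active = readout at or below -70, meaning at least 70% loss of cells showing the perinucleolar compartment, a nuclear body marking cancer cells; inconclusive = readout between -30 and a set limit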;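 note: plate controls were DMSO wells for no effect and camptothecin positive control wells for full effect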
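PC3M cells stably expressing PTB-GFP, 750–1000 cells/well, treated 16 h at 37 °C with compound (23 nl of library stock), in duplicate. After paraformaldehyde fixation and Hoechst stain, imaged at 20x; PNC prevalence scored by image analysis.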
IMPase inh: membrane-permeable compound that blocks inositol monophosphatase; CHO-M1 cells, IP1 accumulation, HTRF TR-FRET ratio; inhibition (IP1 accumulation), % at 46.1 µM; 120,000 tested, under 10 active; active = well fitted curve in the direction sought with a large enough effect in the signal ratio, not every such curve was filed as active; inconclusive = small, poorly fitted or top-dose-only effect, or a change in a side signal; inactive = no such curve, though single readings can be large or run the other way; the % refers to the signal ratio;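 note: cells stimulated with carbachol in lithium chloride buffer; plate controls were DMSO basal wells for no effect and reference inhibitor wells for full effect; higher means more IMPase inhibition seen as more IP1 and lower FRET ratio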
Target sequence (P97697 whole entry, looked up): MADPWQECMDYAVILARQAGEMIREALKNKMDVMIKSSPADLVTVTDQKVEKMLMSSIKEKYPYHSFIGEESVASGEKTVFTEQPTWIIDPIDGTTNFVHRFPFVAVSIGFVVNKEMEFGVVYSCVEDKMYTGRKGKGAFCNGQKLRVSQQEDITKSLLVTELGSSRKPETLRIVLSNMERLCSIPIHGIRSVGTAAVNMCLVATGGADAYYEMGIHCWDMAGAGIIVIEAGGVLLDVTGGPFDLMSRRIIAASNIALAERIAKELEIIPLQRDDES
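Carbachol-driven Gq signalling in CHO-M1 cells (2000/well) generates IP1. Compounds that block IMPase raise IP1 and so reduce the FRET signal from Eu-anti-IP1 and d2-IP1 after a 10 min room-temperature lysis.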
ALOX12 inhib: 12-hLO (ALOX12) enzyme inhibition. P18054. purified 12-hLO, xylenol orange hydroperoxide absorbance. Potency, µM (highest dose often 57.1 µM), without a hit: at the top dose activity change, negative = inhibition, actives largely listed as inhibitors. hit rate 0.12% among 150,000. AID 1452; note: potency is the fitted concentration of half-maximal effect; nearly all actives have a fitted effect of over 55% in size; many of its hits are not listed in these tables
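Lipoxygenase turnover measured by absorbance at 573 and 405 nm after Fe-XO development. Human 12hLO 150 nM, arachidonate 40 uM, pH 7.0 Hepes buffer with detergent; 15 min compound preincubation, 30 min reaction.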
The depositor's hits bear a star; ? = inconclusive; / = not tested or not shown; & = joins results of further samples; [ ] = remark or other dose. Unless noted, calls come from the whole dose curve; as a rule, active = well fitted curve in the direction sought with a large enough effect; inconclusive = small, poorly fitted or top-dose-only effect, or another doubt; inactive = no such curve, though single readings can be large; an effect the other way counts as inactive or inconclusive. Unless noted, % is set by controls: 0 for no effect and ±100 for the full control effect. This is a subset; count on the stated rates, not on these rows.

SMILES	15-hLO-2 inh	PNC assembly inh	IMPase inh	ALOX12 inhib
O=C(Nc1nnc(-c2ccccc2)o1)c1cc(-c2cccs2)nc2ccccc12	/	10	/	-4%
O=C1Nc2ccc(Br)cc2C1=Nc1ccc(-c2nnc3n2CCCCC3)cc1	-7%	?	3	0%
CCCCCCc1cc2cc(C(=O)Nc3cccc(OC)c3)c(=O)oc2cc1O	/	91	/	2%
CCOC(=O)c1sc(NC(=O)c2cc(-c3ccc(C)cc3)nc3ccccc23)c(C#N)c1C	1%	51	6	-3%
CCn1c(SCC(=O)c2ccc(NS(=O)(=O)c3ccccc3)cc2)nnc1-c1cccs1	-12%	7	-6	2%
Cn1cc(SCC(=O)Nc2nccs2)c2ccccc21	-1%	-7	-7	5%
Cn1c(=O)c2[nH]c(CSCc3ccccc3)nc2n(C)c1=O	-3%[11.4 µM]	/	/	3%[11.4 µM]
CC(C)n1nnc2c(=O)oc3ccccc3c21	/	-4	/	0%
Cc1ccc(C23CC4CC(CC(C(=O)OCC(=O)NC5CCS(=O)(=O)C5)(C4)C2)C3)cc1 (stereo unspecified)	/	17	-7	-1%
CCC(=O)Nc1cc(C)c(NC(=O)C23CC4CC(CC(C4)C2)C3)cn1	/	?	/	-3%
COC(=O)/C=C1/SC(=Nc2ccc(C)cc2C)NC1=O	-8%	16	1	-5%
CCOC(=O)C(=O)/C(=C\N(C)C)c1onc(-c2c(Cl)cccc2Cl)c1C(=O)OC	12%	?	6	0%
CCNc1nc(NCC)n2c(SCc3ccc(F)cc3)nnc2n1	1%	43	1	-1%
O=C(NC1CCCC1)C(c1ccncc1)N(CC1CCCO1)C(=O)Cn1nnc(-c2cccs2)n1 (stereo unspecified)	-10%	-26	0	5%
O=C(Nc1cccnc1)c1ccc(COc2ccccc2Cl)o1	8%	-2	7	1%
CCOC(=O)CNC(c1ccccc1)c1cc(Br)ccc1NC(=O)CCN1CCOCC1 (stereo unspecified)	/	-18	/	?
CCC1CCCCN1Cc1nc2c(c(=O)n(C)c(=O)n2C)n1Cc1ccccc1 (stereo unspecified)	/	?	-9	2%
COc1cccc(-c2cc(C(=O)Nc3cnn(Cc4ccc(F)cc4)c3)no2)c1	4%	?	2	-1%
Nc1nnc(SCc2ccc(Cl)cc2)s1	/	-20	-7	-4%
O=C(Oc1cccc(-n2cnnn2)c1)c1sc2ccccc2c1Cl	-11%	?	-18	-1%
CCOC(=O)c1c(C)c(C(=O)NCCCN2CCCC2=O)c(C)n1CC	-5%	27	-4	5%
COc1ccc(-c2cc(CNC(C)=O)on2)cc1	/	93	4	0%
CSCC[C@@H](C(=O)Nc1ccc2c(c1)OCCO2)N1Cc2ccccc2C1=O	-3%	?	3	-9%
NC(=O)CSc1c[nH]c2ccccc12	/	7	/	2%
COc1cc(C2N=C(c3ccccc3)NO2)cc(Br)c1O (stereo unspecified)	1%	38	7	-7%
Cc1ccc(CSc2nnc(-c3cccc(S(=O)(=O)N4CCOCC4)c3)n2CC(C)C)cc1	/	-12	/	-5%
COc1ccc(C2/C=C\[C@H](O[Si](C)(C)C(C)(C)C)[C@H](C(C)C)CC(=O)N2Cc2ccccc2)cc1 (stereo partly specified)	-10%[0.0915 µM]	/	/	0%[0.00818 µM]
O=C(O)c1cc(N2C(=O)C3CC=CCC3C2=O)ccc1NCc1cccnc1 (stereo unspecified)	10%	31	-3	-8%
O=C(O)/C=C\c1cnc[nH]1	6%	/	7	-2%
COC(=O)/C(=C/c1c[nH]c2ccccc12)[N+](=O)[O-]	?	-27	0	-7%
Cc1ccc2c(c1)cc(C)c1nnc(SCC(=O)NCc3ccco3)n12	4%	16	-2	-2%
Cc1cc(C)n(-c2nncn2/N=C/c2ccccc2F)n1	-9%	?	14	-5%
CC(C)=CCC/C(C)=C/CN(CC(C)O)CC(C)O (stereo unspecified)	-1%	28	5	-6%
COc1cccc2sc(Nc3nnc(-c4cccs4)o3)nc12	41%[activator]	51	?	-3%
CN(C)S(=O)(=O)N1CCN(C(=O)c2ccccc2Cl)CC1	0%	?	-2	4%
COc1ccc(-c2nn(-c3ccccc3)cc2C#N)cc1	6%	-27	0	-10%
C=CCc1cccc(/C=N/c2nc3ccccc3n2CC)c1O	6%	15	0	6%
CN(C)Cc1nc2c([nH]1)c(=O)n(C)c(=O)n2C	-1%	-26	-1	-6%
CCCCC(=O)N/N=C/c1cc([N+](=O)[O-])ccc1N1CCOCC1	/	31	/	2%
CCOC(=O)c1ccccc1NC(=S)N1CCCCC1	/	18	/	0%
CC(C)[C@H](NC(=O)c1ccccc1)C(=O)OCC(=O)N1CC(=O)Nc2ccccc21	/	-8	5	1%
COc1cc(C(c2nnnn2C(C)(C)C)N2CCN(c3nc4ccccc4s3)CC2)ccc1O (stereo unspecified)	-6%	?	3	-21%
CN1CCN(/N=C/c2ccc(Cl)c(Cl)c2)CC1	/	-22	5	2%
CC(C)(C)C(=O)NC(=S)Nc1cc(C(=O)O)ccc1Cl	-26%	?	1	?
CCC(C)NC(=O)C1CCCCN1S(=O)(=O)c1ccc(F)cc1 (stereo unspecified)	2%	?	0	-1%
CCOC(=O)c1cc2ccccc2nc1C	4%	-10	6	1%
CCCC(c1nnnn1Cc1ccccc1)N1CCC(C(N)=O)CC1 (stereo unspecified)	-6%	?	3	-1%
CCC(=O)Nc1c(C)nn(-c2ccc(C)c(C)c2)c1C	/	?	/	-3%
N[C@@]1(C(=O)O)CO[C@H]2[C@H](C(=O)O)[C@H]21	17%[0.0915 µM]	/	/	1%[0.00818 µM]
Cc1ccc(-c2cc(C(=O)NCc3ccco3)no2)cc1	-3%	4	3	0%

Next results
SMILES	15-hLO-2 inh	PNC assembly inh	IMPase inh	ALOX12 inhib
CN1/C(=C\C=C(/C#N)C(=O)Nc2ccc(Cl)cc2)C(C)(C)c2ccccc21	/	4	/	2%
CCNC(=S)Nc1cccc(Cl)c1C	9%[11.4 µM]	-2	-2[1.84 µM]	-6%
Cc1cc(C(=O)Nn2c(-c3ccc(Br)cc3)nc3ccccc3c2=O)ccc1[N+](=O)[O-]	/	19	/	-15%
Cc1ccnc(NC(=O)CCCc2ccccc2)c1	/	5	/	-3%
Cc1ccc(CNC(=O)c2cnccn2)cc1	/	28	/	-2%
Cc1ccc(-n2nc(C)c3c(C)c(CCC(=O)NC(C)c4ccccc4)c(C)nc32)cc1 (stereo unspecified)	0%	-17	-1	1%
N#Cc1c(NC(=O)C2CC(c3ccccc3O)=NO2)sc2c1CCC2 (stereo unspecified)	/	45	-7	-3%
Cc1c(/C(O)=C2\C(=O)C(=O)N(CCN(C)C)C2c2ccco2)cnn1-c1ccccc1 (stereo unspecified)	2%	28	-10	-1%
COc1cc2c(cc1OC)C(c1cccs1)N(C(=O)C(C)C)CC2 (stereo unspecified)	-4%	-7	22	11%
CCOc1cc(-c2c(C#N)c(N)nc3c2CCc2ccccc2-3)ccc1O	/	?	11	?
Cc1cc(-n2nc(C)cc2C)n2ncc(-c3ccccc3)c2n1	-3%	-15	-11	-8%
CCOC(=O)C1CCCN(C(=O)/C=C/c2cccc([N+](=O)[O-])c2)C1 (stereo unspecified)	-2%	-12	5	3%
Cc1cccc(CSc2nc3c(cc2C#N)CCC3)c1	/	1	-7	6%
Cc1ccc(-c2nc3ccccc3[nH]2)cc1N	3%	22	-8	1%
COc1ccc(-c2csc(C)n2)cc1OC	0%	5	0	-1%
Cc1ccc(S(=O)(=O)NCc2cccnc2)s1	-2%	-2	8	0%
CN(C)c1ccc(C2C3C(=O)NC(=O)C3ON2c2ccc(Cl)cc2)cc1 (stereo unspecified)	-19%	?	2	-24%
COCCNC(=O)c1ccc(CS(=O)(=O)c2ccc(C)cc2)o1	4%	-19	-3	3%
COc1ccc(Cc2nnc(NC(=O)CSc3ccccc3)s2)cc1OC	/	44	/	-3%
O=C1CC2(CCCCC2)Oc2ccc(O)cc21	-2%	?	7	-5%
CC(C)Sc1nc2c(cnn2-c2ccccc2)c(=O)[nH]1	/	-4	1	4%
Cc1ccc(C)c2sc(NC(=O)c3ccc(N4C(=O)CCC4=O)cc3)nc12	/	38	/	-3%
COCc1cc(=O)[nH]c(Sc2c(-c3ccccc3)c3ccc(Cl)cc3[nH]c2=O)n1	/	-15	-10	-2%
N=C1S/C(=C\c2cn[nH]c2-c2ccc(F)cc2)C(=O)N1c1ccccc1F	/	?	-4	-4%
O=C(c1cnccn1)N1CCC2(CCCN(Cc3ccncc3)C2)CC1	8%	/	/	2%
O=C(Nc1ccc2c(c1)oc1ccccc12)c1ccncc1	-5%	29	-6	-1%
CCC[C@@H]1C[C@@H](C(=O)N[C@@H]([C@H]2O[C@H](SC)[C@H](O)[C@@H](O)[C@H]2O)[C@@H](C)O)N(C)C1	-5%[0.0915 µM]	/	/	7%[0.00818 µM]
CCn1c(-c2nonc2NC(=O)c2ccccc2)nc2ccccc21	-12%	?	-7	2%
NC(N)=NC(N)=Nc1cccc(Cl)c1	22%&17%	/	-4&-2	-1%&4%
CN(C)CC/C=C1/c2ccccc2Sc2c(O)cc(Cl)cc21	/	-1	16	-20%

Full records as entered above. Order of values: 15-hLO-2 inh	PNC assembly inh	IMPase inh	ALOX12 inhib
Shown for `CCOC(=O)C(=O)/C(=C\N(C)C)c1onc(-c2c(Cl)cccc2Cl)c1C(=O)OC` → 12%	?	6	0%
Shown for `CCn1c(-c2nonc2NC(=O)c2ccccc2)nc2ccccc21` → -12%	?	-7	2%
Shown for `COc1ccc(-c2nn(-c3ccccc3)cc2C#N)cc1` → 6%	-27	0	-10%

(listing goes on)
SMILES	15-hLO-2 inh	PNC assembly inh	IMPase inh	ALOX12 inhib
CN(C)C(=O)CSc1nnc(Cc2ccc([N+](=O)[O-])cc2)o1	-4%	20	-3	4%
Cc1ccc(-c2nc(N/N=C/c3cccc([N+](=O)[O-])c3)c3ccccc3n2)cc1	-18%	-17	-3	-6%
CCC(Oc1ccccc1)C(=O)Nc1ccc(S(=O)(=O)Nc2cnc3ccccc3n2)cc1 (stereo unspecified)	-9%	?	-10	0%
Cc1ccccc1NC(=O)C(C)c1cccc(C(=O)c2ccccc2)c1 (stereo unspecified)	2%	-22	-3	1%
COC(=O)c1sccc1NC(=O)c1ccoc1C	-6%	61	-14	-3%
O=C(CN1C(=O)CSc2cc(S(=O)(=O)N3CCCCCC3)ccc21)NCCc1ccccc1	/	3	/	2%
CC(C)CNS(=O)(=O)c1ccc(CCC(=O)N2CCN(Cc3ccccc3)CC2)cc1	5%	?	15	0%
C/C(=N\NS(=O)(=O)c1ccccc1)c1cccc(NC(=O)c2cccc(Cl)c2)c1	/	15	4	-2%
CCOc1ccc(-c2n[nH]c(C)c2Oc2ccccc2OC)c(O)c1	8%	27	0	?
CCCCSc1nnc(-c2ccccc2N)c(=O)[nH]1	-5%	?	2	-2%
CCOc1ccc(NC(=O)CN2CCN(C3c4ccccc4-c4ccccc43)CC2)cc1	/	7	-10	-5%
COc1ccc(Nc2oc(-c3ccc(Cl)cc3)nc2C#N)cc1	-29%	-24	8	-7%
CC1(C)CC(CC(=O)Nc2nccs2)(c2ccccc2)CCO1 (stereo unspecified)	/	15	/	-2%
O=S(=O)(Nc1ccc2c(c1)OCCO2)c1cccs1	-2%	38	4	1%
N#C/C=C(/N)N1CCN(c2ccc(Cl)c(Cl)c2)CC1	6%[11.4 µM]	3	-7[1.84 µM]	-9%
CN(C)c1cccc2c(C=C(C#N)C#N)ccc(N(C)C)c12	/	15	/	1%
Cn1nnnc1SCC(=O)N1CCCc2ccccc21	/	-15	6	6%
O=C(NCCc1ccccn1)c1ccc(S(=O)(=O)N2CCCCCC2)cc1	1%	?	3	-2%
O=C1C=C(O)CC(c2ccco2)C1 (stereo unspecified)	/	53	1	-6%
Cc1ccc(C(=O)O)c(C(=O)Nc2nc(C)cs2)c1	5%	3	5	-6%
